# N370S GC mod: inhibitors or activators of N370S glucocerebrosidase for Gaucher disease; P04062; N370S GC spleen homogenate, 4MU-glucoside fluorescence; Potency, µM (top dose mostly 59.4 µM), for inactives: at the highest dose activity change, negative = inhibition, hits mostly inhibitors; hit rate 0.092% among 330,000; AID 2101;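 note: 0% = full enzyme activity and -100% = no enzyme basal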
# FEN1 inhibitor: human FEN1 inhibition. AID 588795. Recombinant FEN1 flap cleavage, fluorescence, 15 min. hit rate 0.35% among 390,000. Potency, µM (series often up to 114 µM), without a hit: at the highest dose activity change, negative = inhibition, most hits filed as inhibitors. P39748; note: nearly all actives have a fitted effect of over 65% in size
# Target sequence (P39748 whole entry, looked up): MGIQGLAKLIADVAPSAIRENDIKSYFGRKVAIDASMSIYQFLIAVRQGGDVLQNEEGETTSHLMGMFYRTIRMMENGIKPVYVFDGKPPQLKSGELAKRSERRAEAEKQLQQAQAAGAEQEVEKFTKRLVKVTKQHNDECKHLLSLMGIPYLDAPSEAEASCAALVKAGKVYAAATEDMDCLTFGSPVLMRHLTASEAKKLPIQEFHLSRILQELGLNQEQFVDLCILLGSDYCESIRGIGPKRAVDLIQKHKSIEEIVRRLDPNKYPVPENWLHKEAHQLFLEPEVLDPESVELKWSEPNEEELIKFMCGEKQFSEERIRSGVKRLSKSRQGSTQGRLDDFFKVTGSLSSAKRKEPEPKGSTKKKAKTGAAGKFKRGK
#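 Potency values derive from four-parameter Hill fits of normalized qHTS data. The reaction used 10 nM FEN1 preincubated 15 min at room temperature with compound, then 50 nM DNA substrate, read at 0 and 15 min.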
# TDP1 block: blocks human tyrosyl-DNA phosphodiesterase 1. recombinant TDP1, AlphaScreen DNA substrate cleavage. Q9NUW8. Potency, µM (titrated, usually from 130 µM), for the others: at the top dose activity change, negative = inhibition, hits mostly inhibitors. AID 485290. hit rate 0.28% among 350,000; note: nearly all actives have a fitted effect of over 40% in size
# Target sequence (Q9NUW8 whole entry, looked up): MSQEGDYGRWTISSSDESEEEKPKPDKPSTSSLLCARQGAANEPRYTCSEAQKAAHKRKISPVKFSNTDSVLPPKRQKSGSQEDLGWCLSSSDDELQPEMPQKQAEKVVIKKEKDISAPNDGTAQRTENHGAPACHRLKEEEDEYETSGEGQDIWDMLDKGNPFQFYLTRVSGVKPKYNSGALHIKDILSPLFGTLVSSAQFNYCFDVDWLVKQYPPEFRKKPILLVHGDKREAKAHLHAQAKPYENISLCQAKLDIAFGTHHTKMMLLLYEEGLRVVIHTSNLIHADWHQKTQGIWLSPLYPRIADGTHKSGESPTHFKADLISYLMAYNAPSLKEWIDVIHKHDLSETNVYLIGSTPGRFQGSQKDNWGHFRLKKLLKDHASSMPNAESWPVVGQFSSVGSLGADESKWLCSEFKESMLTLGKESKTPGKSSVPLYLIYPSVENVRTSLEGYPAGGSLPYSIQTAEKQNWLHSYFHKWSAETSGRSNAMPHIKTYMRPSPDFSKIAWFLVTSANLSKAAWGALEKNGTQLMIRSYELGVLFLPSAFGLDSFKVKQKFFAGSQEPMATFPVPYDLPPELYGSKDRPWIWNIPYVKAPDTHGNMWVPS
#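 Enzyme-compound mixtures sat 15 min at room temperature, followed by a 5 min reaction with 15 nM final substrate and 10 min with AlphaScreen beads. Recombinant human Tdp1 was used at 1 nM final.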
# * marks the source's active call; other numbers are inactive results; u = inconclusive; x = no result given; & = joins results of further samples; [ ] = dose if it differs, or a comment. Calls come from the whole dose curve; as a rule, active = well fitted curve in the direction sought with a large enough effect; inconclusive = small, poorly fitted or top-dose-only effect, or another doubt; inactive = no such curve, though single readings can be large; an effect the other way counts as inactive or inconclusive. Unless noted, % is set by controls: 0 for no effect and ±100 for the full control effect; potency is the fitted concentration of half-maximal effect.
SMILES,N370S GC mod,FEN1 inhibitor,TDP1 block
CCN1CCN(C(=O)C2CCN(c3nnc(C)c4c(C)n(-c5ccc(C)cc5)nc34)CC2)CC1,-4%,15%,0%
CCOc1ccccc1N1CCN(C(=O)C(F)(F)F)CC1,4%,-6%,4%
Cc1[nH]n(-c2ccccc2)c(=O)c1/C=N/N1C(=O)c2cccc3cccc(c23)C1=O,-4%,-4%,8%
COC(CNC(=O)c1ccc2c(c1)ncn2-c1ccc(F)c(F)c1)OC,-1%,0%,3%
FC(F)(F)c1cc(CO[C@@H]2CCCN[C@@H]2c2ccccc2)cc(C(F)(F)F)c1,u,12%,x
COc1ccc(CNC(=O)C2CCC(CNc3c(N4CCC(C)CC4)c(=O)c3=O)CC2)cc1 (configuration not stated),0%,-17%,5%
COc1ccc(NC(=O)CN2C(=O)CCc3cc(S(=O)(=O)N4CCOCC4)ccc32)c(OC)c1,x,-8%,4%
Cc1ccc(NC(=O)c2ccc(CNS(=O)(=O)c3ccc4c(c3)C(C)(C)C(=O)N4C)cc2)cc1,x,-1%,0%
Cc1cc(C)nc(N2CCN(C(=O)c3ccc(S(=O)(=O)N4CCCCCC4)cc3)CC2)n1,3%,1%,5%
O=C(NCc1ccc(C(F)(F)F)cc1)C1CC(c2ccccc2[N+](=O)[O-])=NO1 (configuration not stated),-13%,-18%,2%
O=C(/C=C/c1ccc(Br)cc1)NC(=S)Nc1ccc(S(=O)(=O)Nc2nccs2)cc1,-19%,-3%,1%
O=C(Cn1cnc2c(nnn2Cc2ccccc2)c1=O)c1ccccc1,-14%,0%,3%
COc1cc2c(cc1C1NC(=S)NC(C)=C1C(=O)N(C)C)CCCC2 (configuration not stated),0%,-1%,3%
CC(=O)Nc1cc(-c2nn(C)c(=O)c3ccccc23)ccc1N1CCOCC1,-9%,-5%,4%
Cc1ccc2c(c1)N(C(=O)c1ccc(F)cc1)C(C)(C)CC2(C)c1ccccc1 (configuration not stated),x,-26%,1%[2.28 µM]
COC(=O)C1=C(C(=O)OC)[C@@H]2Nc3ccccc3[C@@]23C[C@@H](C(=O)OC)N(C(=O)C2CCC2)C3=N1,5%[12.8 µM],7%,16%[12.3 µM]
CCCSC1=N/C(=C\c2ccc([N+](=O)[O-])o2)C(=O)S1,-9%,35µM*,u
CN(c1ccc(OCC(=O)OCC(=O)Nc2c(F)c(F)c(F)c(F)c2F)cc1)S(=O)(=O)c1ccc(F)cc1,-6%,4%,4%
O=C(Nc1ccc(Cl)c(Cl)c1)N(Cc1c[nH]c2ccccc12)C1CCCCC1,x,-21%,2%
CN(Cc1cn(-c2ccccc2)nc1-c1ccc(F)cc1)C(=O)CCC(=O)O,4%,-3%,4%
O=C(Nc1nc(-c2cccs2)cs1)c1ccc(Cl)s1,6%,-17%,x
Cc1ccc(Cl)cc1NC(=O)c1ocnc1C,22%,8%,-5%
Cc1ccc(N2CCN(c3c(CN4CCCC4)c(=O)oc4ccccc34)CC2)c(C)c1,x,-7%,-4%[12.3 µM]
CCNC(=S)N1CCN(c2nc(CC)nc3sc4c(c23)CCCC4)CC1,-18%,2%,x
Cn1nc(C(=O)NCc2ccc(Cl)cc2)c2c1-c1ccccc1SC2,x,3%,11%
COc1ccnc(Oc2ccccc2)c1C#N,4%,-5%,-1%
CCOc1ccc(N(C(=O)c2ccccc2Cl)C2=NC(C)(C)CS2)cc1,4%,-2%,2%
C=CCNC(=O)c1onc(CSc2cc(C)cc(C)c2)c1C(=O)O,x,14%,5%
CCOC(=O)C1=C(CN2c3ccccc3CC2C)NC(=O)NC1c1ccccc1 (configuration not stated),10%,-7%,10%
O=C(COc1ccc(S(=O)(=O)N2CCCC2)cc1)NCCC1=CCCCC1,4%,-13%,-4%
COc1cccc([C@@H]2Oc3ccc(OC)cc3C(=O)[C@H]2OC(=O)NS(=O)(=O)c2ccc(F)cc2)c1,-2%,x,3%
CCn1cc(C(=O)NCc2ccc(C)cc2)c(=O)c2cc(S(=O)(=O)N3CCCCCC3)ccc21,x,-15%,3%
O=C(c1ccccc1)N(CCO)Cc1cc2cc3c(cc2[nH]c1=O)OCCO3,1%,1%,1%
COc1cccc(N2CCN(C(=O)c3cccn4c(=O)c5c(C)c(C)sc5nc34)CC2)c1,8%,18%,4%
O=C(c1cccc(S(=O)(=O)N2CCc3ccccc3C2)c1)N1CCN(c2ccc(O)cc2)CC1,u,-9%,-1%
Cc1nsc(N)c1C(=O)O,-1%,3%,6%
CCC1(C)C2(C#N)C(N)=NC(OC)(OC)C12C#N (configuration not stated),3%,-3%,4%
O=C(Nc1nc2c(F)cc(F)cc2s1)c1ccc([N+](=O)[O-])o1,-1%,-35%,x
Cc1cc(N2CCOCC2)nc2ccccc12,-7%,-15%,5%
N#Cc1ccc(NC(=O)CSc2cn[nH]n2)cc1,-8%,8%,6%
Fc1ccc(SCCc2ccncc2)cc1,4%&3%,-3%&-2%,-2%&-2%
COC(=O)CSc1nc(NCC(C)C)nc(N2CCOCC2)n1,19%,4%,0%
O=C(N/N=C/c1coc2ccccc2c1=O)c1ccccc1Br,3%,0%,5%
CC(C)(C)C1CCc2onc(C(=O)N3CCOCC3)c2C1 (configuration not stated),8%,-11%,-3%
CCOC(=O)N1CCN(c2cc(NCCC(=O)O)c3c4c(onc24)-c2ccccc2C3=O)CC1,5%,u,12%
C=CCSc1nc2ccccc2n2cnnc12,-1%,-9%,x
CCOc1ccc2c(c1)C(C)=CC(C)(C)N2,-11%,u,7%
O=C(C1CC1)N1CCN(c2ccc([N+](=O)[O-])cc2-n2cccc2)CC1,-3%,2%,4%
CCS(=O)(=O)c1ccc2oc(SCC(=O)Nc3ccc(OC)cc3OC)nc2c1,-7%,-6%,-1%
O=C1CC(N2CCN(C3CC(=O)N(CCc4ccccc4)C3=O)CC2)C(=O)N1CCc1ccccc1 (configuration not stated),-2%,2%,2%
CSc1ccccc1-c1nnc(-c2ccc(Cl)cc2)o1,u,-19%,2%
CC(=O)CC1(OC(C)=O)C(=O)N(C)c2ccccc21 (configuration not stated),-4%,-3%,5%
CN(C)c1ccc(SC#N)cc1,5%,-1%,0%
COc1cccc(Nc2nc(NCC3CCCO3)c3ccccc3n2)c1 (configuration not stated),-25%,-24%,7%
Cc1ccc(-n2nnc(-c3nsc(NC(=O)c4ccccc4)n3)c2C)cc1,x,1%,-5%
Cn1c(N)c(N=Nc2ccc(S(N)(=O)=O)cc2)c(=O)n(C)c1=O,u,-15%,3%
CCOc1ccccc1CNC(=O)c1c([N+](=O)[O-])c(C)nn1C,-4%,-2%,-3%
O=[N+]([O-])c1ccc(O)c(N=Cc2sc3ccccc3c2O)c1,3%,-12%,5%
CC(C)CC(=O)OC1C(N2CCOCC2)c2c(ccc(/C=C/C(=O)N3CCOCC3)c2O)OC1(C)C (configuration not stated),-13%,-4%,6%
O=C(NNC(=O)c1ccc([N+](=O)[O-])cc1)c1ccncc1,-5%,2%,3%
# Next part
SMILES,N370S GC mod,FEN1 inhibitor,TDP1 block
Cc1ccc(CN2CCCN(C)CC2)c(C)c1,-6%,5%,x
Cc1ccc(C(=O)Nc2ccccc2C(=O)O)cc1S(=O)(=O)Nc1ccccc1,7%,14%,x
O=C(O)c1ccc(COc2ccccc2C=C2C(=O)c3ccccc3C2=O)cc1,2%,-25%,-8%
O=C1c2ccccc2C(=O)N1CCc1nc2ccccc2c(=O)n1Cc1ccco1,7%[2.35 µM],8%,4%
O=C(NCC(=O)N1CCCC1C(=O)O)OC1CCCCC1 (configuration not stated),7%,2%,u
CC(C)=NOCc1ccc(-c2cn([C@@H]3COC[C@H]3O)nn2)cc1,4%,x,3%
O=C(O)c1ccc(N=Nc2c(O)[nH]c3cc(Cl)ccc23)cc1,-20%,u,x
CN(/N=C/c1cc(Br)cc(Br)c1O)c1ccccc1,-7%,6%,x
CN(C)CCN(C(=O)c1cccc(Cl)c1)c1nc2c(Cl)cccc2s1,-1%,5%,-3%
CCc1ccc(/C=C2\C(=N)N3N=C(CC(=O)N4CCCCC4)SC3=NC2=O)cc1,-6%,1%,6%
CCCCCC1=C(C(=O)OC)C(C(=O)OCC)N(S(=O)(=O)C(F)(F)F)c2ccccc21 (configuration not stated),-7%,1%,-8%[56.1 µM]
CC(C)(C)Nc1oc(-c2ccccc2)nc1-c1cccc2ccccc12,-5%,x,4%
COc1ccc(NC(=O)CN2CCC(NC(=O)C3CCCCC3)CC2)c([N+](=O)[O-])c1,7%,18%,5%
Cc1nc(N)nc(SCc2ccc([N+](=O)[O-])cc2)c1N,-7%,-3%,x
O=[N+]([O-])c1ccccc1S(=O)(=O)NCCC1=CCCCC1,-19%,-18%,6%
COc1ccc(CN2CCN(Cc3cc(=O)oc4cc(C)ccc34)CC2)c(OC)c1OC,-7%,7%&6%,0%
Cc1nc2cc(NC(=O)NC3CC3)ccc2n1C,12%,-3%,5%
O=C(CSc1nc2ccccc2nc1SCC(=O)N1CCOCC1)N1CCOCC1,-24%,-15%,3%
CC(C)OCCCNC(=O)c1ccc(NC(=O)C2=CSCCO2)cc1,1%,10%,6%
Cc1ccc2[nH]c(=O)c(C(c3nnnn3CC3CCCO3)N3CCc4ccccc4C3)cc2c1 (configuration not stated),-1%,-20%,2%
Cc1cccc(C)c1NC(=O)CSc1nnc(Cn2nnc(-c3ccccc3)n2)n1-c1ccccc1,9%,-17%,-1%
Cc1cc(C)cc(OC(C)C(=O)Nc2c(C(=O)c3ccccc3)oc3ccccc23)c1 (configuration not stated),x,-21%,-8%
CNc1c(NS(=O)(=O)c2ccc(C(C)(C)C)cc2)c(=O)oc2ccccc12,7%,-8%,7%
Cc1ccc(-n2c(SCC(=O)Nc3ccc(N4CCOCC4)cc3)nc3ccccc3c2=O)cc1,16%,6%,0%
N#C/C(=C\c1ccccn1)c1ccccn1,-1%,-14%,x
COc1ccccc1CNN,-17%,1%,5%
CC1=C(C(=O)OCc2ccccc2)C(c2ccc([N+](=O)[O-])cc2)NC(=O)N1CCCCCC(=O)O (configuration not stated),-13%&-6%,2%,4%&9%
c1ccc(N2N=C(c3cccs3)CC2c2ccco2)cc1 (configuration not stated),u,-18%,x
CC(C)CCNC(=O)CN(CCN1CCOCC1)C(=O)Cn1nnc(-c2ccc(F)cc2)n1,3%,-4%,-4%
CCn1cc(CN2CCC(C(=O)Nc3ccc(Oc4ccccc4F)cc3)CC2)c(C)n1,-15%,0%,0%
Cc1ccc(Sc2c(C)[nH]n(C(C)(C)C)c2=O)cc1,-5%,-11%,1%
Cc1onc(-c2ccccc2)c1CNC(=O)Nc1ccccc1,6%,-1%,0%
Cn1c(SCc2ccc(F)cc2)nc2ccc(C(=O)NCc3ccc(F)cc3)cc21,x,-6%,2%
CC(C)NC(=O)N1[C@H](c2cccs2)[C@@H](C)C(=O)[C@@H](C)[C@@H]1c1cccs1,x,-5%,6%
CC1(C)CC2CC(C)(CN2C(=O)Cc2ccccc2)C1 (configuration not stated),13%,-4%,0%

# In the list so far, 14 have fluorine:
SMILES,N370S GC mod,FEN1 inhibitor,TDP1 block
CCOc1ccccc1N1CCN(C(=O)C(F)(F)F)CC1,4%,-6%,4%
COC(CNC(=O)c1ccc2c(c1)ncn2-c1ccc(F)c(F)c1)OC,-1%,0%,3%
FC(F)(F)c1cc(CO[C@@H]2CCCN[C@@H]2c2ccccc2)cc(C(F)(F)F)c1,u,12%,x
O=C(NCc1ccc(C(F)(F)F)cc1)C1CC(c2ccccc2[N+](=O)[O-])=NO1 (configuration not stated),-13%,-18%,2%
Cc1ccc2c(c1)N(C(=O)c1ccc(F)cc1)C(C)(C)CC2(C)c1ccccc1 (configuration not stated),x,-26%,1%[2.28 µM]
CN(c1ccc(OCC(=O)OCC(=O)Nc2c(F)c(F)c(F)c(F)c2F)cc1)S(=O)(=O)c1ccc(F)cc1,-6%,4%,4%
CN(Cc1cn(-c2ccccc2)nc1-c1ccc(F)cc1)C(=O)CCC(=O)O,4%,-3%,4%
COc1cccc([C@@H]2Oc3ccc(OC)cc3C(=O)[C@H]2OC(=O)NS(=O)(=O)c2ccc(F)cc2)c1,-2%,x,3%
O=C(Nc1nc2c(F)cc(F)cc2s1)c1ccc([N+](=O)[O-])o1,-1%,-35%,x
Fc1ccc(SCCc2ccncc2)cc1,4%&3%,-3%&-2%,-2%&-2%
CCCCCC1=C(C(=O)OC)C(C(=O)OCC)N(S(=O)(=O)C(F)(F)F)c2ccccc21 (configuration not stated),-7%,1%,-8%[56.1 µM]
CC(C)CCNC(=O)CN(CCN1CCOCC1)C(=O)Cn1nnc(-c2ccc(F)cc2)n1,3%,-4%,-4%
CCn1cc(CN2CCC(C(=O)Nc3ccc(Oc4ccccc4F)cc3)CC2)c(C)n1,-15%,0%,0%
Cn1c(SCc2ccc(F)cc2)nc2ccc(C(=O)NCc3ccc(F)cc3)cc21,x,-6%,2%

# Complete entries, looked up by structure. Values in the order: N370S GC mod	FEN1 inhibitor	TDP1 block
# `COc1cccc([C@@H]2Oc3ccc(OC)cc3C(=O)[C@H]2OC(=O)NS(=O)(=O)c2ccc(F)cc2)c1` is entered as -2%	x	3%
# `O=C(N/N=C/c1coc2ccccc2c1=O)c1ccccc1Br` is entered as 3%	0%	5%
# `Cc1ccc(Cl)cc1NC(=O)c1ocnc1C` is entered as 22%	8%	-5%

# Screening data: PubChem BioAssay, National Center for Advancing Translational Sciences (NCATS)
